Screening results as filed in PubChem.
M1 PAM parental – nonselective calcium activators in parental CHO-K1 cells, primary screen, counter-screen for M1 PAM project, cell-based, Fluo-8 calcium fluorescence, full deck, 1536-well | ATP EC20; 0% at ATP EC20, 100% at ATP max | activation, % at 3 µM | 360,000 compounds, 0.02% hits | AID 602247, 2012;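 active = activation above the run cutoff, the mean activation of all test compounds plus 3 SD, cut at about 40% in these data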;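 also: peak over basal fluorescence ratio in a 140 s read after ATP addition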
TAAR1 antagonist – human TAAR1 antagonists, primary screen, Fluo-8 calcium fluorescence, CHO RD-HGA16 cells; AID 624466, 2012; inhibition, % at 3 µM; antagonist; 360,000 compounds, 1.5% hits;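 active = inhibition above a per-plate cutoff, the mean inhibition of test compounds on that plate plus 3 SD, cut at about 49% in these data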;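 also: 0% = DMSO plus EC80 beta-PEA response and 100% = DMSO alone without agonist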
Target sequence (Q96RJ0 whole entry, looked up): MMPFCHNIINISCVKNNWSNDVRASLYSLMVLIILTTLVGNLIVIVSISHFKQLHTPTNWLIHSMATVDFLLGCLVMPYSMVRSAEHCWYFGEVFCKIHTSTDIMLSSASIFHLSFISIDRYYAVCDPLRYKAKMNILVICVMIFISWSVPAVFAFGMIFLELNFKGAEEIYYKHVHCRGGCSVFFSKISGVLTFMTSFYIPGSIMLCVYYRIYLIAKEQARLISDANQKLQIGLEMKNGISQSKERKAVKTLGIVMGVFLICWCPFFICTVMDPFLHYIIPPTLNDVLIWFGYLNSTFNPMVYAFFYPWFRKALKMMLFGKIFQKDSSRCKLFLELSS
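Test system: CHO RD-HGA16 cells bearing hTAAR1 | Reagent: β-PEA, EC80 | Compound dosing: 3 µM, single point | Schedule: Dye loading 75 min at 37 °C, then 30 min room temperature | Signal: Calcium fluorescence with Fluo-8 | Evaluation: Percent inhibition of PEA-evoked calcium signal, max/basal emission ratio | Control set: DMSO-only wells and EC80 β-PEA-stimulated wells | Repeats: Singlicate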
TAAR1 ag – human TAAR1 agonists, primary screen, Fluo-8 calcium fluorescence, CHO RD-HGA16 cells; vehicle wells 0%, saturating PEA agonist 100%; activation, % at 3 µM; 360,000 compounds, 0.99% hits;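 active = activation above the mean activation of all test compounds in the run plus 3 SD, cut at about 38% in these data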
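Test system: RD-HGA16 (CHO) cells co-expressing Gα16 and hTAAR1 / Benchmarks: DMSO vehicle as 0%, PEA at EC100 as 100% / Repeats: no replicates (n 1) / Measure: % activation from peak over basal fluorescence ratio, DMSO-to-PEA scaled / Timing: 17-24 h plating, Fluo-8 75 min 37 °C, 30 min RT / Technique: kinetic Fluo-8 calcium fluorescence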
M5 ag – human M5 muscarinic receptor agonists, primary screen, CHO-K1 cells, Fluo-8 calcium fluorescence | CHO-K1 hM5 cells; 0% DMSO wells, 100% maximal acetylcholine response | activation, % at 3 µM | 360,000 compounds, 0.19% hits | AID 624037, 2012;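 active = activation above the run's mean over test compounds plus 3 SD, cut at about 23% in these data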;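 also: signal is peak over basal fluorescence ratio across the kinetic read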
CHRM5 antagonist – human M5 muscarinic receptor antagonists, primary screen, CHO cells, Fluo-8 calcium fluorescence. 360,000 compounds, 0.59% hits. CHO-hM5 cells, ACh EC80. inhibition, % at 3 µM. AID 624040, 2012. Muscarinic acetylcholine receptor M5 (Homo sapiens), P08912;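 active = inhibition above a per-plate cutoff, the mean of that plate's test compounds plus 3 SD, cut at about 27% in these data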;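 also: 0% = acetylcholine EC80 with DMSO and 100% = DMSO without agonist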
CRFBP-R2 block – antagonists of CRF-BP/CRF-R2 complex, primary screen, cell-based, HEK293, calcium dye fluorescence, uHTS; CRF-induced calcium fluorescence; inhibition, % at 11.8 µM; 350,000 compounds, 0.59% hits; AID 588475, 2011;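 active = inhibition of the ligand-induced calcium signal above about 50% at the single tested concentration, limit read from the data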
M5 PAM – human M5 muscarinic receptor positive allosteric modulators, primary screen, CHO-K1 cells, Fluo-8 calcium fluorescence; CHO-K1 hM5, ACh EC20 PAM; 0% = ACh EC20, 100% = ACh EC100; activation, % at 3 µM; 360,000 compounds, 0.3% hits;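 active = activation above the run cutoff, the mean activation of all test compounds plus 3 SD, cut at about 18% in these data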
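system = human M5 receptor in CHO-K1 cells | compound = one concentration, 3 µM final (nominal) | schedule = Post-acetylcholine fluorescence recording 140 s | signal = Fluo-8 calcium dye fluorescence, kinetic read | benchmarks = low control EC20 acetylcholine (0%), high control EC100 acetylcholine (100%) | repeats = singlicate, one well per test compound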
M4 PAM – human M4 muscarinic receptor positive allosteric modulators, primary screen, CHO-K1 cells, Fluo-8 calcium fluorescence; 360,000 compounds, 0.4% hits; Muscarinic acetylcholine receptor M4 (Homo sapiens), P08173; CHO-K1 hM4/Gqi5, ACh EC20; 0% = ACh EC20, 100% = maximal ACh; activation, % at 3 µM;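 active = activation above its plate's cutoff, the mean activation of sample wells plus 3 SD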; also: some results filed as inactive read as strong as hits
Target sequence (P08173 whole entry, looked up): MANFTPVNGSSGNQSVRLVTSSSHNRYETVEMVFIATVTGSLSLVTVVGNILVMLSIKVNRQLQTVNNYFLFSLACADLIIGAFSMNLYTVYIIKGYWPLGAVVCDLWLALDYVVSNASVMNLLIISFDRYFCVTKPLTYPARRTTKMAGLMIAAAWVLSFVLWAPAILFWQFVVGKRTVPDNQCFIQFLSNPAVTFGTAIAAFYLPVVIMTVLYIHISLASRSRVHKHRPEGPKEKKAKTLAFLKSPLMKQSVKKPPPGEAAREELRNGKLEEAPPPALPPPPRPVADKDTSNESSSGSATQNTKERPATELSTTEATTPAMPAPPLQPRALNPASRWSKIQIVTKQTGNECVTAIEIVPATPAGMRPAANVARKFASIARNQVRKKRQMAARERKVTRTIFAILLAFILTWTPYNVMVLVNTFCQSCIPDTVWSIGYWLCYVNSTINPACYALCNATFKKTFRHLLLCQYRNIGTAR
CRFBP-R2 agonist – agonists of CRF-BP/CRF-R2 complex, primary screen, cell-based, HEK293, calcium dye fluorescence, uHTS. 350,000 compounds, 0.46% hits. CRF-binding protein / CRF receptor 2 complex (human). calcium dye fluorescence (FLIPR); percent of saturating CRF peptide response. activation, % at 13.2 µM;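 active = activation of at least 50%, plus an integration ratio under a set limit after plate pattern correction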;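 also: plate controls were neutral control wells without compound for no effect and CRF at EC100 for full effect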
* marks the source's active call; other numbers are inactive results; · = not tested or not shown.

SMILES	M1 PAM parental	TAAR1 antagonist	TAAR1 ag	M5 ag	CHRM5 antagonist	CRFBP-R2 block	M5 PAM	M4 PAM	CRFBP-R2 agonist
CCCCCC1CCC(C(=O)O)CC1 (centres undefined)	-8.6	-13.4	-0.2	1.1	1.6	8.4	0.2	6.9	-0.2
COc1ccc(C2=NN(C(=O)/C=C/c3ccccc3)C(c3ccccc3)C2)c(OC(C)=O)c1 (centres undefined)	25.7	31.6	3.0	-3.4	-5.2	12.3	11.9	11.0	5.5
COc1ccc(/C=C/c2nnc(NC(=O)CC(C)C)s2)cc1	-28.7	-16.4	0.0	-0.7	11.4	-32.7	-6.0	1.6	0.4
Cc1ccccc1-c1noc(CNC(=O)c2ccco2)n1	19.4	-11.4	-0.8	0.0	1.0	-0.5	7.6	4.2	0.5
O=C(/C=C/c1cccs1)N1CCN(c2ccccc2)CC1	8.9	-11.2	4.4	-0.9	11.1	-2.6	-6.6	3.6	-2.6
O=C1N[C@@H](c2ccccc2)COC(=O)[C@H](Cc2ccc(F)cc2)C/C=C\C[C@H]1CC(=O)N(CCO)Cc1ccccc1	12.3	17.8	6.2	3.0	-5.0	-6.3	18.1*	-0.4	0.3
O=S(=O)(Nc1ccc2c(c1)nc1n2CCN(Cc2ccccc2)C1)c1ccc(F)cc1	-8.6	-5.8	5.8	-1.5	-2.4	-14.5	-0.7	-4.0	1.8
Cc1ccc(COC(=O)NCc2cccnc2)cc1	8.1	3.5	1.7	0.3	5.5	16.8	-1.7	-3.0	1.1
CCOc1cc(/C=N/Nc2ncc(C)c(=O)[nH]2)ccc1O	9.2	-12.8	0.9	1.6	18.1	-7.8	-10.3	-11.9	1.4
CNC(=O)CC(CC(=O)c1ccccc1)c1ccccc1 (centres undefined)	-2.4	7.9	2.6	3.9	4.7	3.3	3.9	10.8	-0.9
Cc1cc(C)c(S(=O)(=O)Nc2ccncc2)cc1C	10.0	-7.6	0.9	-4.2	0.4	-11.7	0.9	1.1	-1.0
CC(Sc1cccc(C(F)(F)F)c1)C(=O)NC(N)=O (centres undefined)	22.4	-16.4	-2.9	-0.6	-4.0	0.8	8.2	1.0	0.8
Cc1c(N=C/C=C/c2ccccc2)cnn1C	19.2	8.8	0.2	-3.0	-0.9	20.4	1.8	1.0	0.7
COc1ccc(C(=O)Cn2nnc(-c3ccccc3NC(=O)C(F)(F)F)n2)cc1	25.5	10.5	0.6	-13.2	10.5	5.8	-15.2	1.6	1.0
O=S(=O)(c1ccc2c(c1)oc1ccccc12)N1CCOCC1	4.5	-20.5	3.2	-2.8	-9.7	12.9	5.7	11.8	-0.9
Cn1c2c(c(=O)n(C)c1=O)C(NS(=O)(=O)c1ccc(Cl)cc1)(C(F)(F)F)C(=O)N2 (centres undefined)	7.1	-2.0	-1.0	1.6	-6.5	20.4	5.0	11.9	-2.1
COc1ccc(-n2cccc2/C=C2\C(=N)N3N=C(C(C)C)SC3=NC2=O)cc1	8.2	6.4	8.7	-1.6	16.2	0.8	-12.3	0.4	-0.8
CN(Cc1c(F)cccc1Cl)C(=O)c1ccc(NC(=O)CC2SC(N3CCCCC3)=NC2=O)cc1 (centres undefined)	-15.9	-10.9	2.8	-1.7	3.8	-2.3	-2.8	0.9	0.1
Oc1ccc(C=NNC(=S)Nc2ccccc2)nc1	-0.4	5.0	1.0	-0.2	0.0	-16.9	-4.2	4.6	3.6
COCc1cc(C)nc(Nc2ccc(C)c(C)c2)c1C#N	1.6	-29.8	1.4	1.1	4.8	-7.8	-5.7	1.2	-0.6
COc1ccccc1CN1CC(C(=O)NCCN2CCNC2=O)CCC1=O (centres undefined)	1.8	-22.9	1.8	-2.9	-6.9	-0.6	3.9	10.1	0.6
CC1(C(=O)Nc2ccc3c(c2)OCCO3)CCN1C(=O)c1ccccc1CCc1ccccc1 (centres undefined)	16.4	26.3	0.4	0.5	-1.4	·	-2.6	-4.8	·
Cc1cc(NC(=O)CSc2nnc(C3COc4ccccc4O3)n2N)no1 (centres undefined)	14.7	-13.3	3.6	-4.7	4.1	13.7	5.1	11.8	-6.5
O=C(CCSc1ccccc1)NC1CCCC1	8.8	1.1	0.0	-0.1	-0.9	1.1	-6.2	-2.9	3.1
COc1ccc(/C(C)=N/NC(=O)c2ccccc2N)cc1	17.2	1.6	-0.6	-0.9	13.2	12.2	-3.5	0.7	-2.4
COC(=O)Nc1sccc1C(=O)Nc1sccc1C(=O)OC	18.7	-10.1	9.5	3.7	-9.9	-6.6	3.7	5.8	2.5
Cc1ccc(S(=O)(=O)N=Nc2c(O)[nH]c3ccccc23)cc1C	-1.0	0.3	-0.3	-0.1	-0.5	11.7	0.0	0.8	-0.7
CSCCC(NC(=O)c1ccccc1Cl)C(=O)NCC(c1cccs1)N(C)C (centres undefined)	-5.2	-3.5	1.1	-2.3	-7.6	3.1	1.3	4.3	-1.7
CCOc1cc(/C=C(/C#N)c2nc3ccccc3[nH]2)ccc1OCc1ccc(C(=O)O)o1	8.3	-18.4	-0.3	1.7	6.6	18.6	-5.0	3.4	6.2
CC(C)Oc1ccc(S(=O)(=O)N2CCCCC2)cc1NC(=O)C1=COCCO1	-14.5	-9.8	-3.0	-3.1	9.3	30.2	-4.2	-3.3	0.0
O=C(COC(=O)CSc1ccc([N+](=O)[O-])cc1)NCCCc1ccccc1	-5.9	-0.7	1.4	-1.8	17.6	5.0	-8.4	-4.8	-2.9
COc1ccc(-c2c(C)nn3c(N4CCC(C(=O)N5CCCCC5)CC4)cc(C)nc23)cc1OC	20.1	3.5	-1.6	0.8	-0.8	27.4	-1.1	7.4	-0.6
Cc1ccc(F)c(CNC(=O)C2CCC(=O)N(CCCN3CCCC3=O)C2)c1F (centres undefined)	-3.7	-4.9	0.9	-0.8	14.0	9.6	-3.9	-9.6	0.8
O=C(/C=C/c1ccco1)Nc1cccc(NC(=O)/C=C/c2ccco2)n1	4.3	53.9*	21.0	0.5	3.7	-5.6	-10.7	-9.4	-0.3
COc1cc(OC)cc(C2=Cc3ccccc3C(CC(=O)c3ccco3)N2c2ccc(-c3ccc(C(N)=O)cc3)cc2)c1 (centres undefined)	-10.5	5.0	9.4	0.2	4.2	·	-1.0	1.1	·
O=C(O)COc1ccccc1-c1ccccc1	16.4	-10.3	1.6	-2.3	12.8	-6.8	1.5	1.0	0.3
Clc1ccc(CN2CCC(c3nc4ccc(Cl)cc4[nH]3)CC2)cc1	5.3	-0.1	29.3	-3.2	7.6	-27.6	-4.9	-2.2	12.4
CCOC(=O)N1CCN(C(=O)c2ccc3c(c2)NC(=O)/C(=C\c2cccc(C)c2)S3)CC1	3.4	-2.2	3.8	2.0	3.9	-14.4	4.1	-6.0	-0.7
CC(=O)c1coc2c1cc(O)c1ccccc12	12.6	-5.5	2.4	-1.4	1.0	-4.3	1.2	1.9	-1.7
O=S(=O)(NC1CCCCC1)c1ccc(Cl)nc1	-7.7	1.6	3.1	-1.9	3.1	3.5	-3.4	-2.8	0.5

Limited to M5 ag and M4 PAM, for 4 of the compounds above:
Compound	M5 ag	M4 PAM
CSCCC(NC(=O)c1ccccc1Cl)C(=O)NCC(c1cccs1)N(C)C (centres undefined)	-2.3	4.3
COc1ccc(-c2c(C)nn3c(N4CCC(C(=O)N5CCCCC5)CC4)cc(C)nc23)cc1OC	0.8	7.4
CC(Sc1cccc(C(F)(F)F)c1)C(=O)NC(N)=O (centres undefined)	-0.6	1.0
O=C(CCSc1ccccc1)NC1CCCC1	-0.1	-2.9

Later entries:
SMILES	M1 PAM parental	TAAR1 antagonist	TAAR1 ag	M5 ag	CHRM5 antagonist	CRFBP-R2 block	M5 PAM	M4 PAM	CRFBP-R2 agonist
O=C(CSc1n[nH]c(=O)n1C1CC1)c1c[nH]c2ccccc12	1.4	8.0	11.9	2.7	9.4	0.1	-5.3	-4.6	0.3
O=C(NCCCO)c1cc2c([nH]c3ccccc32)c(-c2ccc(F)cc2)n1	-9.8	23.9	7.5	3.2	4.6	13.4	-5.5	-4.2	-1.1
O=C(COc1ccc(Cl)cc1)NCCSc1ccccc1	24.9	0.8	23.8	-5.4	-0.1	9.2	1.3	0.5	-1.5
CCC(=O)N1CCc2cc(Br)cc(S(=O)(=O)CCC(=O)NCC3CCCO3)c21 (centres undefined)	3.7	-9.2	2.0	9.9	-11.5	-7.1	18.8*	-1.7	5.6
CS/C(=N\S(=O)(=O)c1ccccc1)c1ccccc1	-9.6	9.5	0.7	0.7	7.4	8.1	-6.5	-1.4	1.9
COC(=O)/C(C#N)=C1/SC=C(C)N1c1ccccc1	14.8	-20.1	0.1	-0.1	-1.0	-1.9	1.6	3.7	1.9
O=C1C[C@@H](c2ccccc2)Oc2cc(O)cc(O)c21	12.6	-13.6	-0.3	0.9	4.3	1.9	-2.4	9.2	-2.8
COC(=O)c1ccccc1NC(=O)CSCC(=O)Nc1ccccc1	11.3	-6.0	3.6	2.6	-9.6	-8.3	4.5	18.2	-1.3
CCCCn1c(NCCC)nc2c1c(=O)[nH]c(=O)n2C	17.2	2.5	15.6	-0.1	-1.6	27.3	12.0	-1.1	-0.1
CCCSc1ncnc2sc(C)c(C)c12	10.9	-9.5	13.8	-1.0	16.9	-16.1	7.0	-8.0	-0.8
CC(=O)Nc1ccc(NC(=O)C(C)OC(=O)COc2ccc(Nc3ccccc3)cc2)cc1 (centres undefined)	0.2	13.2	15.0	7.7	3.6	15.9	-6.1	-0.2	-1.5

Three of the entries above in order of their number in TAAR1 antagonist, highest first.
compound	TAAR1 antagonist	TAAR1 ag	M5 ag	CHRM5 antagonist	CRFBP-R2 block	M5 PAM	M4 PAM	CRFBP-R2 agonist
COC(=O)c1ccccc1NC(=O)CSCC(=O)Nc1ccccc1	-6.0	3.6	2.6	-9.6	-8.3	4.5	18.2	-1.3
CCC(=O)N1CCc2cc(Br)cc(S(=O)(=O)CCC(=O)NCC3CCCO3)c21 (centres undefined)	-9.2	2.0	9.9	-11.5	-7.1	18.8*	-1.7	5.6
O=C1C[C@@H](c2ccccc2)Oc2cc(O)cc(O)c21	-13.6	-0.3	0.9	4.3	1.9	-2.4	9.2	-2.8
